Screening data from PubChem.
TAAR1 ag: human TAAR1 agonism; activation, % at 3 µM; AID 624467; Q96RJ0; CHO RD-HGA16 TAAR1, Fluo-8 calcium fluorescence; vehicle wells 0%, saturating PEA agonist 100%; 0.99% of 360,000 active;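 active = activation above the mean activation of all test compounds in the run plus 3 SD, cut at about 38% in these data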
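System: CHO-derived RD-HGA16 cells with stable Gα16 and human TAAR1. Times: 17-24 h plating, Fluo-8 75 min 37 °C, 30 min RT. Measured by: calcium-sensitive Fluo-8 signal, excitation 470-495, emission 515-575 nm. Read-out basis: % activation relative to PEA EC100 response. Control set: DMSO and PEA EC100. Repeats: no replicates (n 1).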
CHRM1 antagonist: blocks human M1 muscarinic receptor; P11229; CHO-K1 hM1, Fluo-8 calcium fluorescence, ACh EC80 antagonist; inhibition, % at 3 µM; 1.3% of 360,000 active; AID 588852;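 active = percent inhibition above its own plate's cutoff, namely the mean of that plate's compound wells plus 3 SD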;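 note: peak over basal fluorescence ratio during 140 s after agonist addition; 0% = ACh EC80 plus DMSO and 100% = DMSO alone without agonist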
Target sequence (P11229 whole entry, looked up): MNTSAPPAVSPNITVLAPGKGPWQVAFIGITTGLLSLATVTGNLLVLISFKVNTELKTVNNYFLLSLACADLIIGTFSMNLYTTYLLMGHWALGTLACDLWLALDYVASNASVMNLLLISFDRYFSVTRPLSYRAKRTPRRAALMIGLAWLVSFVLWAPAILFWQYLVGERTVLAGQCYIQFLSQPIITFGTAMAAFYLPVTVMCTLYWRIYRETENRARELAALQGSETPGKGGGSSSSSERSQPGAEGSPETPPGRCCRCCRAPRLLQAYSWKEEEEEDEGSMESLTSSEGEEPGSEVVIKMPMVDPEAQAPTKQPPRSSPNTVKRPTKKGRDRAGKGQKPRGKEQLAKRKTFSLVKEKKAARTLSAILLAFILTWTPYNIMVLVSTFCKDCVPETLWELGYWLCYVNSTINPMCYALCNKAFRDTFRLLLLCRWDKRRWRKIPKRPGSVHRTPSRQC
M5 ag: CHRM5 agonism in calcium assay. P08912. CHO-K1 hM5 cells, Fluo-8 calcium fluorescence; 0% DMSO wells, 100% maximal acetylcholine response. activation, % at 3 µM. 0.19% of 360,000 active;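 active = activation above the run's mean over test compounds plus 3 SD, cut at about 23% in these data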;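 note: signal is peak over basal fluorescence ratio across the kinetic read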
Target sequence (P08912 whole entry, looked up): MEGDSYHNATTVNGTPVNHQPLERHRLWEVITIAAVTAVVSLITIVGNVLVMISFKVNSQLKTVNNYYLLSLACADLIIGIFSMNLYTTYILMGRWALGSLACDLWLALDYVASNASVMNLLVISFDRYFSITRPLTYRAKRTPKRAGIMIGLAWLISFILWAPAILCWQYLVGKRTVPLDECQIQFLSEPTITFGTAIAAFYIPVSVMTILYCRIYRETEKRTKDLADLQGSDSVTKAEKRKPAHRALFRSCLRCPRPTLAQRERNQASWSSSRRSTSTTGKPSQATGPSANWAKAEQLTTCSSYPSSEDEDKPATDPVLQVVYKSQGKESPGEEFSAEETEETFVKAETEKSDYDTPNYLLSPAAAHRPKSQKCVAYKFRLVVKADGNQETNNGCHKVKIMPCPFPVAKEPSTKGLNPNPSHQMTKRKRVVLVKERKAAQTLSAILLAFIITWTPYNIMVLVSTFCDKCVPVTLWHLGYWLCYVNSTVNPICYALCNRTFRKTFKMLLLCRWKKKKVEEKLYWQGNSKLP
CHRM1 PAM: positive allosteric modulators of human M1 muscarinic receptor; P11229; CHO-K1 hM1, Fluo-8 calcium fluorescence, ACh EC20; 0% = ACh EC20, 100% = maximal ACh; activation, % at 3 µM; 0.088% of 360,000 active; in the data active = activation above about 19%, passing the limit was not always enough
M4 antag: CHRM4 antagonism in calcium assay | 0.73% of 360,000 active | P08173 | inhibition, % at 3 µM | CHO-hM4 cells, ACh EC80, Fluo-8 calcium fluorescence;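 active = inhibition above its plate's cutoff, the mean inhibition of sample wells plus 3 SD, cut at about 27% in these data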;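 note: 0% = acetylcholine EC80 with DMSO and 100% = DMSO without agonist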
M5 antag: blocks acetylcholine activation of human M5 receptor; P08912; CHO-hM5 cells, Fluo-8 calcium fluorescence, ACh EC80; inhibition, % at 3 µM; 0.59% of 360,000 active; AID 624040;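 active = inhibition above a per-plate cutoff, the mean of that plate's test compounds plus 3 SD, cut at about 27% in these data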;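 note: 0% = acetylcholine EC80 with DMSO and 100% = DMSO without agonist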
CHRM5 PAM: CHRM5 positive allosteric modulation; P08912; CHO-K1 hM5, Fluo-8 calcium, ACh EC20 PAM; 0% = ACh EC20, 100% = ACh EC100; activation, % at 3 µM; 0.3% of 360,000 active;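 active = activation above the run cutoff, the mean activation of all test compounds plus 3 SD, cut at about 18% in these data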
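Test system: CHO-K1 hM5 cells / Doses: single-point, 3 µM nominal / Times: Post-acetylcholine fluorescence recording 140 s / Technique: Fluo-8 calcium fluorescence / Measure: Max/basal fluorescence ratio as % of EC20–EC100 ACh window / Benchmarks: low control EC20 acetylcholine (0%), high control EC100 acetylcholine (100%) / Replicates: one well per compound, no replicates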
M1 ag: human M1 muscarinic receptor agonism; CHO-K1 hM1, Fluo-8 calcium fluorescence, agonist mode; 0% DMSO, 100% acetylcholine EC100; P11229; AID 588814; 0.33% of 360,000 active; activation, % at 3 µM;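 active = activation above the run's mean compound activation plus 3 SD, cut at about 16% in these data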;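 note: peak over basal fluorescence ratio within a 140 s kinetic read after compound addition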
CHRM4 agonist: CHRM4 agonism in calcium assay | P08173 | CHO-K1 hM4/Gqi5, Fluo-8 calcium fluorescence; vehicle 0%, full acetylcholine response 100% | activation, % at 3 µM | 0.14% of 360,000 active | AID 624127;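 active = activation above the run mean over all test wells plus 3 SD, cut at about 32% in these data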;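 note: peak over basal fluorescence ratio per well then scaled between controls; 0% = DMSO wells and 100% = acetylcholine at EC100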
* marks the source's active call; other numbers are inactive results. An excerpt (hit frequency here may not be typical).

SMILES	TAAR1 ag	CHRM1 antagonist	M5 ag	CHRM1 PAM	M4 antag	M5 antag	CHRM5 PAM	M1 ag	CHRM4 agonist
COc1ccc(S(=O)(=O)N2CCN(C(=O)NCc3ccc(C)cc3)CC2)cc1	7	-9	0	9	4	9	-2	-3	5
O=C(COC(=O)c1cc([N+](=O)[O-])ccc1N1CCOCC1)c1ccc(Br)cc1	-1	-26	-4	11	-14	2	-9	-2	0
CCc1nnc(NC(=O)CSc2nnc(-c3cc4ccccc4cc3O)n2CCOC)s1	7	-8	1	9	12	-1	3	-2	-2
COc1ccc(-c2nnc(SC(C(=O)c3c[nH]c4ccccc34)c3ccccc3)n2N)cc1OC (stereo unspecified)	1	-6	1	-1	10	6	0	-6	1
Cc1ccccc1CN1C(=O)[C@@H]2Cc3c([nH]c4ccccc34)C(C)(C)N2C1=O	22	-5	6	4	-11	1	6	1	6
CC1(C(=O)NS(=O)(=O)c2ccccc2Cl)CCN1C(=O)C1(c2ccc(Cl)cc2)CCC1 (stereo unspecified)	3	-12	0	4	-13	2	-6	-4	1
Cc1ccc(C)c(S(=O)(=O)N2CCN(C(=O)CNC(=O)c3sc4ccccc4c3Cl)CC2)c1	9	4	2	0	10	10	4	-1	3
CC(=O)c1cccc(NCC(=O)Nc2cc(S(=O)(=O)N3CCCCC3)ccc2C)c1	2	-8	-2	1	-11	-8	0	0	6
O=[N+]([O-])c1ccc(-c2cnc3ccccc3n2)cc1	1	-8	-5	1	2	11	0	-4	0
O=Cc1cccn1Cc1ccccc1[N+](=O)[O-]	9	1	2	-2	-2	1	1	-4	1
Cc1ccsc1C(=O)OCc1nc2ccccc2c(=O)[nH]1	4	-3	-4	3	-10	-4	-1	-6	1
Cc1ccc(C(=O)O)cc1N1C(=O)c2cccc3c([N+](=O)[O-])ccc(c23)C1=O	1	-11	3	13	1	-3	10	3	0
CCOc1ccc(/C=N/NC(=O)Cc2cccs2)cc1	2	-27	0	17	5	8	3	1	1
CCOC(=O)C1CCN(c2cc3c(cc2NC(=O)c2ccccc2Cl)n(C)c(=O)n3C)CC1	4	27	-7	-10	9	26	-12	-2	12
CNC(=S)Nc1cc(C(F)(F)F)ccc1Cl	1	4	-3	-2	15	6	-5	-3	1
Cc1ccc(NC(=O)C2CCN(S(C)(=O)=O)CC2)c(C)c1	0	-14	1	8	-1	19	-5	-2	0
Cc1ccc2c(c1)N1C(=O)c3ccccc3C1C1=C(CC(C)(C)CC1=O)N2 (stereo unspecified)	3	-7	-5	5	-6	3	-16	-5	1
O=C(CCC(=O)c1cccs1)Nc1nc2ccccc2s1	4	-14	2	10	2	5	0	-1	2
CCN(Cc1ccncc1)Cc1ccc(OC)c(OC)c1	0	-4	1	5	-5	5	1	-6	1
O=C(NCC(=O)N(c1ccc(F)cc1)C(C(=O)NC1CCCCC1)c1ccncc1)c1ccco1 (stereo unspecified)	-3	8	-4	5	-15	-3	0	-2	0
Cc1ccc(S(=O)(=O)N2CCN(C(=O)COC(=O)CCOc3ccc(C(C)(C)C)cc3)CC2)cc1	0	34*	1	-11	-4	9	-5	3	8
Cc1ccc(CCNC(=O)C2CC(c3ccc(C(F)(F)F)cc3)=NO2)cc1 (stereo unspecified)	8	0	2	11	-3	3	3	1	0
CCCc1ccc(C(=O)Cn2nc(C(=O)O)c3ccccc3c2=O)cc1	-2	-3	-4	4	-5	3	-3	-2	1
Cc1cccc(N=C2NC(=O)/C(=C/C=C/c3ccco3)S2)c1	-1	-6	-1	6	5	7	-2	-4	0
COC(=O)c1c(C)[nH]c(C(=O)OCC(=O)N2c3ccccc3NC(=O)C2(C)C)c1C	11	1	2	-2	0	4	-6	-2	7

No new results follow: entries from further up.
SMILES	TAAR1 ag	CHRM1 antagonist	M5 ag	CHRM1 PAM	M4 antag	M5 antag	CHRM5 PAM	M1 ag	CHRM4 agonist
CC1(C(=O)NS(=O)(=O)c2ccccc2Cl)CCN1C(=O)C1(c2ccc(Cl)cc2)CCC1 (stereo unspecified)	3	-12	0	4	-13	2	-6	-4	1
Cc1ccc(C)c(S(=O)(=O)N2CCN(C(=O)CNC(=O)c3sc4ccccc4c3Cl)CC2)c1	9	4	2	0	10	10	4	-1	3
CC(=O)c1cccc(NCC(=O)Nc2cc(S(=O)(=O)N3CCCCC3)ccc2C)c1	2	-8	-2	1	-11	-8	0	0	6
O=[N+]([O-])c1ccc(-c2cnc3ccccc3n2)cc1	1	-8	-5	1	2	11	0	-4	0
O=Cc1cccn1Cc1ccccc1[N+](=O)[O-]	9	1	2	-2	-2	1	1	-4	1
Cc1ccsc1C(=O)OCc1nc2ccccc2c(=O)[nH]1	4	-3	-4	3	-10	-4	-1	-6	1

Further results follow.
SMILES	TAAR1 ag	CHRM1 antagonist	M5 ag	CHRM1 PAM	M4 antag	M5 antag	CHRM5 PAM	M1 ag	CHRM4 agonist
O=C(C1=C[C@@H](c2ccc(C(F)(F)F)cc2)C[C@@H](OCc2ccc(CO)cc2)O1)N1CCOCC1	4	7	2	2	-6	17	2	-4	3
CC(C)(C)C1CCNC(=O)CC1 (stereo unspecified)	3	-10	0	4	-11	18	2	-1	0
CCOC(=O)c1cnn(-c2nc(-c3ccccc3F)cs2)c1C(F)(F)F	4	2	-1	1	4	13	-6	-5	0
COc1ccc2nc(Nc3nc(-c4ccncc4)cs3)sc2c1	-2	-4	1	4	0	9	-6	-4	1
COCOCCn1cc(CN2CCS(=O)(=O)N(Cc3ccc(-c4ccc(F)cc4)cc3)C(C(C)C)C2=O)nn1 (stereo unspecified)	3	-16	-1	3	-12	-4	2	-7	4
COC(=O)c1ccc(OC(=O)C2CC(=O)N(c3ccc(C)cc3C)C2)cc1 (stereo unspecified)	7	-6	0	6	-12	1	-1	-3	1
O=C(NCCCNC(=O)c1cnccn1)c1ccc(Br)cc1	2	-16	-2	22	-13	5	9	1	0
COc1ccc(-n2ncc3c2CC(C)(C)CC3NC(=O)c2ccc(OC)o2)cc1 (stereo unspecified)	-3	-8	-2	8	-6	1	-3	-5	0
COc1ccc(OC)c(-c2nc(C(=O)NC3CCN(Cc4ccccc4)CC3)cc3c2[nH]c2ccccc23)c1	-1	2	-3	1	-13	4	-3	-6	2
COc1cc(OC)cc(OC)c1	1	-9	1	-4	-9	-7	4	1	1
CC(C)(Oc1ccc(Cl)cc1)C(=O)OCn1nnc2ccccc2c1=O	1	-9	-2	5	-6	-3	-3	-8	6
CS(=O)(=O)c1ccc(Cl)c(NC(=O)COC(=O)Cc2c[nH]c3ccccc23)c1	3	-8	3	4	2	6	-2	-1	8
O=S(=O)(NCCN1CCCC1)c1ccc(C(F)(F)F)cc1	0	10	-5	-10	0	8	-5	-11	0
O=C(CC1C(=O)NCCN1Cc1ccc(-c2ccccc2)cc1)NCc1ccccc1 (stereo unspecified)	6	-2	-3	9	-5	0	-4	-7	4
CCCc1[nH]nc2c1C(C1CC=CCC1)C(C#N)=C(N)O2 (stereo unspecified)	7	0	-3	5	4	6	-5	-14	1
O=C(CSc1cccc2cccnc12)OCC(=O)c1ccccc1	14	1	5	4	1	3	-5	1	4
Cc1ccc(OC(=O)CCNC(=O)c2ccccc2Cl)c(Br)c1	-1	-20	-4	15	-18	-13	6	-1	1
Cc1cc2c(c(=O)n1Cc1ccco1)C(c1cccnc1)C(C#N)=C(N)O2 (stereo unspecified)	5	-3	4	15	12	1	-6	0	0
Cn1nc(C(=O)NNC(=O)COc2ccccc2)c2ccccc2c1=O	4	-1	0	-2	-1	-4	4	-5	1
Cc1cc(C)nc(NS(=O)(=O)c2ccc(NC(=O)Cn3c(=O)oc4ccccc43)cc2)n1	2	-5	0	4	-1	8	-2	-2	0
CCOc1ccc(C(=O)Nc2c3c(nn2-c2cccc(C)c2C)CS(=O)C3)cc1 (stereo unspecified)	2	-15	1	12	-8	2	-3	-2	1
O=C(NCc1ccco1)c1ccc(OCC2CCCO2)cc1 (stereo unspecified)	5	-10	1	10	16	-4	3	-2	1
O=C(Nc1cccc(C(=O)Nc2ccc(Cl)cn2)c1)c1ccccc1	87*	0	-2	-2	0	9	-6	-5	8
CCCCNC(=O)Nc1ccc(Br)cn1	7	-4	-5	5	-9	-6	14	-5	-2
Fc1ccc(Cn2c(-c3cscn3)nc3ccccc32)c(Cl)c1	9	-22	-4	2	4	9	-4	-5	-1
The list continues:
SMILES	TAAR1 ag	CHRM1 antagonist	M5 ag	CHRM1 PAM	M4 antag	M5 antag	CHRM5 PAM	M1 ag	CHRM4 agonist
CC(C)N1CCC(N2CCN(Cc3cc(F)ccc3-n3cccn3)CC2CCO)CC1 (stereo unspecified)	2	-11	-9	6	-18	-7	22*	-13	1
CC(NC(=O)COc1ccccc1)C(=O)NCc1ccccc1Cl (stereo unspecified)	0	-3	1	2	-3	13	-6	-3	1
CCN1CCCC1CNC(=O)C(=O)NCc1ccccc1 (stereo unspecified)	0	-8	-14	3	2	7	-3	-8	1
CN(CCN1CCOCC1)C(=O)CC1C(=O)NCCN1Cc1ccccc1C(F)(F)F (stereo unspecified)	0	-10	-5	5	-13	1	-1	-3	1
Cc1cc(C)cc(-n2ncc3c2CCCC3NC(=O)C2(C(N)=O)CC2)c1 (stereo unspecified)	2	-8	0	1	-4	11	-4	1	5
COCCNc1nc2ccccc2n2cnnc12	2	-7	-1	9	4	-1	3	0	0
Clc1ccc(-c2nnc3ccccn23)cc1	0	-4	-1	-6	-10	-8	-1	-5	0
O=C(O)c1cc2c(cc1Br)OCCCO2	0	0	1	12	-1	-5	10	-2	0
O=C(O)C1CCCN1S(=O)(=O)c1ccc(Br)cc1 (stereo unspecified)	0	13	-7	7	-14	-1	-5	2	1
Oc1c(Cl)cc(Cl)cc1C1Nc2ccccc2-n2cccc21 (stereo unspecified)	1	3	0	-1	-13	3	0	-4	-1
Cc1ccccc1-n1c(SCC(=O)c2c(N)n(C)c(=O)n(C)c2=O)nnc1-c1cccnc1	4	-8	-4	6	5	2	2	-10	1
CCc1ccc(CN(C)C(=O)c2cc(COc3cccc(C(F)(F)F)c3)on2)nc1	0	8	-3	-7	-5	2	-8	-4	7
Cn1c2ccccc2c(=O)c2cc(C#CC3=CCCCC3)ccc21	3	-11	-1	12	-2	3	1	-9	5
CCCCNC(=O)C1(C)CCN1C(=O)c1ccc(OC)c(C(F)(F)F)c1 (stereo unspecified)	5	-2	4	0	-6	9	9	2	2
CCN1C(=O)/C(=C2/Sc3ccc(OC)cc3N2C)SC1=Nc1cccc(O)c1	8	-23	2	1	-7	0	-2	0	3
COc1ccc(CNc2ncnc3cc(Cl)ccc23)cc1	6	14	2	-4	-2	14	-18	0	10
COc1ccc2nc(NC(=O)CC3Oc4ccccc4NC3=O)sc2c1 (stereo unspecified)	1	-6	2	1	-3	2	-2	-1	2
COc1ccccc1N1CCN(C(=O)C(C)CS(=O)(=O)c2ccc3c(c2)NC(=O)CS3)CC1 (stereo unspecified)	7	-4	-1	-1	-6	-7	-3	-2	3
CCOC(=O)Cc1csc(/C(=N/O)C(N)=O)n1	5	14	2	-6	6	4	-1	-5	1

As entered above:
Value for `CN(CCN1CCOCC1)C(=O)CC1C(=O)NCCN1Cc1ccccc1C(F)(F)F` (stereo unspecified) under CHRM4 agonist: 1
Value for `COc1ccc2nc(NC(=O)CC3Oc4ccccc4NC3=O)sc2c1` (stereo unspecified) under CHRM4 agonist: 2
